Compound activity from PubChem.
RTF Ca sens inh: cardiac RTF calcium desensitization | P19429+P45379 | IANBD-labeled cardiac RTF, Ca2+ fluorescence | inhibition, % at 7.15 µM | hit rate 0.12% among 340,000;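 active = inhibition above the mean inhibition of all tested compounds plus 3 SD, cut at about 17% in these data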;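 also: assay run at fixed EC70 calcium of 1.6 mM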
NSD2 HMT inh: NSD2 (human) methyltransferase inhibition | NSD2 peptide methylation, AlphaScreen, 120 min | O96028 | inhibition, % at 12.5 µM | hit rate 0.54% among 310,000; in the data active = inhibition above about 50%
dFosB act: mouse delta FosB homodimer activation. purified delta FosB, TAMRA-CDK5 oligo fluorescence polarization; percent of positive-control signal above neutral wells. activation, % at 25 µM. hit rate 0.99% among 340,000. AID 493131;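 active = mean activation above about 17%, with every replicate also reaching it, limit read from the data, passing the limit was not always enough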;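 also: fluorescence polarization rise as delta FosB binds a TAMRA Cdk5 AP-1 oligo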
Target sequence (P13346 whole entry, looked up): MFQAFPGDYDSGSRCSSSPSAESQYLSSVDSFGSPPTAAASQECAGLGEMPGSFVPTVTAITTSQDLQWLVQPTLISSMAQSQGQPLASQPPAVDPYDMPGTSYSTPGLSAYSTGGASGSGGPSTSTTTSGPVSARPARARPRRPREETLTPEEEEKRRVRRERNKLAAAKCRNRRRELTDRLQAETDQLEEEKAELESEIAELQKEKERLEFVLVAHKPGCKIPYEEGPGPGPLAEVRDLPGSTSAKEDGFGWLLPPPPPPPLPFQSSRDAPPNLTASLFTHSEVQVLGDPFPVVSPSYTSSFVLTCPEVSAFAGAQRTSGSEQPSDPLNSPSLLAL
LANA DNA inh: inhibitors of KSHV LANA C-terminal domain DNA binding; inhibition, % at 9 µM; MBP-C-LANA/FAM-LBS DNA binding, fluorescence polarization; hit rate 0.078% among 340,000;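 active = highest replicate inhibition at or above 60% at 9 µM, even if other replicates fall short; inactive = all replicates below 60% inhibition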;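 also: 0% = neutral control wells and 100% = 4 µM acridine orange control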
CDK5 inh: blocks human CDK5/p35 kinase activity | Q00535+Q15078 | Recombinant CDK5/p35, ADP-Glo luminescence, 60 min | inhibition, % at 10 µM | hit rate 0.01% among 330,000;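 active = highest replicate inhibition of at least 50% and at least 75% of replicates reaching 50%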;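 also: plate controls were DMSO neutral control for no effect and GW8510 at 10 µM for full effect; many of its hits are not listed in these tables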
Target sequence (Q00535 whole entry, looked up): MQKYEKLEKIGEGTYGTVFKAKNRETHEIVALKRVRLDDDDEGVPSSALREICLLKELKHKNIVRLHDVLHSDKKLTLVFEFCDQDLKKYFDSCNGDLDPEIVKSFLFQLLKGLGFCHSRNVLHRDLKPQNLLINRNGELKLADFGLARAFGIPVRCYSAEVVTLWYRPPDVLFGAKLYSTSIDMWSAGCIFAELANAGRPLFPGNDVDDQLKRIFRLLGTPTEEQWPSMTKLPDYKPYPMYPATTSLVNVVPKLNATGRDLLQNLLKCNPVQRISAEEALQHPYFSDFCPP
Target sequence (Q15078 whole entry, looked up): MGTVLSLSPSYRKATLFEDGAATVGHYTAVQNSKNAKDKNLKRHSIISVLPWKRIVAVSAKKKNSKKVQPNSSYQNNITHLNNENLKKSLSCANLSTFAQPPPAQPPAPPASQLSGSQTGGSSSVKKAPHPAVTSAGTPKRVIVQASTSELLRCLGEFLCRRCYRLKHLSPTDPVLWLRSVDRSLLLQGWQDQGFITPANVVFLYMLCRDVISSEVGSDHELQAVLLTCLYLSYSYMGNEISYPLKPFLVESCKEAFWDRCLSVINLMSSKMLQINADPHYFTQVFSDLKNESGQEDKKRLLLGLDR
PfHsp90 set2: inhibits growth of yeast expressing Plasmodium falciparum Hsp90; S. cerevisiae expressing PfHsp90, BacTiter-Glo ATP, 48 h; yeast lacking PDR1 and PDR3 efflux regulators; inhibition, % at 9.4 µM; hit rate 0.32% among 310,000;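 active = every replicate shows inhibition above about 80%, whatever the replicate mean, limit read from the data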;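 also: 0% = DMSO neutral controls and 100% = 20 µM radicicol positive controls; yeast relying on Plasmodium falciparum Hsp90 in place of its own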
PvdQ inh: blocks Pseudomonas aeruginosa PvdQ acylase activity; inhibition, % at 10 µM; hit rate 0.063% among 340,000; purified PvdQ acylase, fluorescence plate reader; in the data active = inhibition above about 30%, passing the limit was not always enough;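 also: 0% = vehicle neutral wells and 100% = reference inhibitor wells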
Keap1 Nrf2 FP: disrupts human Keap1 binding to Nrf2 peptide; Q14145; Keap1 Kelch-Nrf2 peptide fluorescence polarization, 1536-well; inhibition, % at 9.4 µM; hit rate 0.15% among 340,000; in the data active = inhibition above about 12%;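 also: human Keap1 Kelch domain with fluorescein labeled Nrf2 9mer peptide probe; 0% = neutral control wells and 100% = peptide positive control; higher means more block of Keap1 binding to Nrf2 peptide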
Mot1-301 SUMO: inhibitors of SUMOylation pathway: yeast Mot1-301 growth rescue. S. cerevisiae Mot1-301 growth rescue, ATP luminescence, 38.5C; percent above DMSO median, 100 means doubled. growth rescue, % at 18.8 µM. hit rate 1% among 320,000. AID 2716;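 active = every valid replicate shows activation above 250% relative to neutral control wells; inactive = the rest, any valid replicate at or below 250%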;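 also: OY570 slx delta 5 strain wells were the positive control but not used for scaling; some compounds called inactive have numbers as strong as hits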
Rtt109 Vps75: C. albicans Rtt109 histone acetyltransferase inhibition; purified Rtt109/Vps75, ThioGlo CoA-SH fluorescence, 4 h; inhibition, % at 34.9 µM; hit rate 0.16% among 330,000; AID 540336;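 active = inhibition of at least 50% in every replicate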
RTF Ca sens act: increases calcium sensitivity of human cardiac regulated thin filaments. P19429+P45379. IANBD-labeled TnC RTF fluorescence at EC20 calcium; 0% EC20 calcium, 100% full calcium. activation, % at 7.2 µM. hit rate 0.24% among 340,000;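 active = activation above the mean over all tested compounds plus 3 SD, cut at about 30% in these data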;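 also: rise in fluorescence read as greater calcium sensitivity of cardiac thin filaments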
* = called active by the depositor; / = not tested or not shown. An unsorted share of the library; any-hit rate near 3.2%.

SMILES | RTF Ca sens inh | NSD2 HMT inh | dFosB act | LANA DNA inh | CDK5 inh | PfHsp90 set2 | PvdQ inh | Keap1 Nrf2 FP | Mot1-301 SUMO | Rtt109 Vps75 | RTF Ca sens act
COc1ccc(C2CCCCCN2Cc2nc3ccccc3c(=O)n2CC(N)=O)cc1 (centres undefined) | 1 | 1 | -7 | 0.2 | 1.1 | -5 | -15 | -2 | -12 | 1 | 2
Cn1c(=O)c2c(SCc3ccccn3)nc(C3CC3)nc2n(C)c1=O | -4 | / | -3 | 2.6 | -1.3 | -37 | -5 | -2 | 10 | -8 | -2
Fc1ccc(-n2cc(-c3ccccc3)c3c(NN4CCOCC4)ncnc32)cc1 | -3 | 5 | -11 | 0.1 | 0.7 | -9 | -16 | 0 | 0 | 7 | -2
C[C@H](CO)N1C[C@H](C)[C@@H](CN(C)S(=O)(=O)c2cccs2)Oc2ccc(NC(=O)C3CC3)cc2C1=O | -8 | / | 0 | -0.7 | 0.9 | -18 | -22 | -5 | / | -3 | 2
O=C(c1ccc(F)cc1)C1CCN(C(=O)c2c(F)cccc2F)CC1 | 6 | 18 | -7 | 0.7 | -0.1 | -3 | 5 | 0 | -5 | 5 | -7
Cc1ccc(-n2ncc3c(=O)[nH]c(SCC(=O)N4CC(=O)Nc5ccccc54)nc32)cc1 | 2 | -7 | -9 | 2.3 | -0.3 | 6 | -14 | -4 | -9 | 1 | 5
Cc1nc(/C(N)=N/OC(=O)c2ccccc2Cl)c(C(F)(F)F)o1 | -4 | 2 | 0 | 0.5 | 0.7 | -18 | -7 | -3 | -33 | 0 | -1
COc1ccc2cc3cc(C(=O)NCc4cccs4)oc3nc2c1 | 0 | / | 7 | 0.9 | -1.4 | / | 2 | -5 | 7 | -27 | -2
Cc1ccc(CNc2ccc3c(c2)ncn3C(C)C)cc1 | -9 | 17 | -14 | -0.3 | 1.0 | -7 | -13 | -1 | 17 | 10 | -2
Cn1cncc1C#Cc1c(-c2ccc(S(C)(=O)=O)cc2)sc2ccccc12 | -4 | / | -12 | 2.5 | 1.7 | -2 | -12 | -7 | / | -7 | 2

Full records from above. Screens in order: RTF Ca sens inh, NSD2 HMT inh, dFosB act, LANA DNA inh, CDK5 inh, PfHsp90 set2, PvdQ inh, Keap1 Nrf2 FP, Mot1-301 SUMO, Rtt109 Vps75, RTF Ca sens act
`Cc1ccc(-n2ncc3c(=O)[nH]c(SCC(=O)N4CC(=O)Nc5ccccc54)nc32)cc1` is listed with 2, -7, -9, 2.3, -0.3, 6, -14, -4, -9, 1, 5
`Cc1nc(/C(N)=N/OC(=O)c2ccccc2Cl)c(C(F)(F)F)o1` is listed with -4, 2, 0, 0.5, 0.7, -18, -7, -3, -33, 0, -1
`Cn1cncc1C#Cc1c(-c2ccc(S(C)(=O)=O)cc2)sc2ccccc12` is listed with -4, /, -12, 2.5, 1.7, -2, -12, -7, /, -7, 2
`COc1ccc(C2CCCCCN2Cc2nc3ccccc3c(=O)n2CC(N)=O)cc1` (centres undefined) is listed with 1, 1, -7, 0.2, 1.1, -5, -15, -2, -12, 1, 2

Going on with the list:
SMILES | RTF Ca sens inh | NSD2 HMT inh | dFosB act | LANA DNA inh | CDK5 inh | PfHsp90 set2 | PvdQ inh | Keap1 Nrf2 FP | Mot1-301 SUMO | Rtt109 Vps75 | RTF Ca sens act
Cc1cccc[n+]1CC(=O)c1ccccc1 | -9 | -2 | -3 | 2.1 | -0.5 | 8 | -16 | 1 | -14 | 0 | -1
CCCNC(=O)c1c(N)n(-c2ccc3c(c2)OCO3)c2nc3ccccc3nc12 | -10 | 3 | -3 | 1.3 | -3.2 | / | -9 | -5 | 25 | -3 | -1
O=C(Nc1ccc(N2CCOCC2)c(Cl)c1)c1cc(F)c(F)cc1Cl | -3 | -1 | -9 | -2.7 | 0.5 | 21 | -6 | -2 | 112 | -5 | 3
O=C(Nc1ccccc1)NN(C(=O)CCl)c1ccccc1 | -3 | 6 | -1 | 0.4 | 0.8 | -5 | -6 | 0 | 911 | -7 | 5
Nc1nc2c([N+](=O)[O-])cccc2s1 | 2 | 0 | 6 | -0.6 | -0.4 | -15 | 9 | -1 | 159 | -4 | 1
C=CCOc1cccc(C(=O)N2CCCC(Nc3ccc(F)cc3)C2)c1 (centres undefined) | -3 | 2 | 1 | 1.1 | -1.5 | 7 | -12 | -3 | -12 | -3 | 3
CC(C)(C)OC(=O)N(CCc1ccccc1)Cc1cccc(OCc2cccc(NC(=O)C3CC3)c2)c1 | -16 | / | -11 | -1.8 | -1.7 | 8 | -25 | -6 | / | 4 | -1
NS(=O)(=O)c1ccc(NC(=S)NC(=O)c2cccs2)cc1 | 0 | / | -1 | 0.8 | -0.3 | 2 | -6 | -2 | 271 | -20 | -5
Cc1ccc(C(C)NC(=S)NCc2ccc(F)cc2)c(C)c1 (centres undefined) | -2 | -3 | -6 | -1.2 | -0.7 | 10 | -2 | -5 | 1 | 5 | 1
CCc1ccc(S(=O)(=O)NC(CC(=O)O)c2ccccc2)cc1 (centres undefined) | -4 | 0 | 5 | 1.7 | -2.0 | -42 | 3 | 2 | -9 | / | 8
CCOC(=O)C1CCN(CCC(=O)Nc2ccccc2)CC1 | -6 | -1 | -1 | -0.6 | 0.4 | -23 | -2 | 2 | 6 | -6 | 1
NNc1nc2cccnc2n(CCNc2ncc(C(F)(F)F)cc2Cl)c1=O | -1 | -9 | -4 | -1.2 | 0.0 | -17 | -6 | -8 | -3 | -3 | 0
O=[N+]([O-])c1cccc(C=NN2CCCCCC2)c1 | -4 | 3 | -2 | -0.2 | -0.8 | / | -2 | 5 | / | -10 | -1
Cc1nc(CN2CCOCC2)cc(=O)[nH]1 | -7 | -6 | 0 | 4.1 | -0.3 | -34 | -19 | -7 | 37 | 6 | -1
COc1cccc(C(=O)N/N=C2\SCC(=O)N2Cc2ccc3c(c2)OCO3)c1 | -4 | -4 | 0 | 0.4 | -1.3 | 22 | 8 | -2 | 9 | 2 | 1
CCOC(=O)C1CCN(C(=O)CN(c2cccc(OC)c2)S(=O)(=O)c2ccccc2)CC1 | -2 | 1 | 2 | 2.0 | 0.0 | -7 | -7 | 2 | -9 | -6 | -7
O=C(COC(=O)/C=C/c1ccccc1)NCc1ccccc1Cl | 3 | -1 | -4 | -0.2 | -0.6 | 13 | -1 | 2 | 3 | 13 | -4
Cc1noc(C)c1COC(=O)c1cc(S(=O)(=O)N2CCOCC2)ccc1F | -1 | -1 | -11 | -2.1 | -0.9 | 5 | -4 | 2 | 17 | -4 | 0
O=C(Cc1cccs1)N/N=C/C=C\c1ccccc1[N+](=O)[O-] | / | 2 | -1 | -0.6 | -0.3 | -4 | -14 | -2 | 20 | -7 | /
Cc1cc(C(=O)N/N=C/c2ccc3c(c2)OCO3)c(C)n1-c1ccc(F)cc1 | -2 | 3 | -14 | 0.5 | 0.0 | 15 | -6 | -2 | -6 | -12 | 5
COc1cc(OC)cc(-n2nc(C(=O)N3CC(C)CC(C)C3)c3ccccc3c2=O)c1 (centres undefined) | -11 | -5 | 0 | 0.4 | 0.2 | 10 | -14 | -2 | -8 | 15 | -2
CC(C)n1nc(CC(=O)O)c2ccccc2c1=O | 2 | -1 | -4 | 0.0 | -0.4 | 8 | 8 | -2 | 15 | -2 | -2
COc1cc2c(cc1OC)CN(CC(=O)Nc1ccccc1C(=O)NCc1ccccc1)CC2 | -10 | -1 | -9 | -1.8 | -0.1 | -7 | -9 | -4 | -2 | -8 | -2
Cc1ccc(S(=O)(=O)CCC(=O)OCc2ccc(Cl)c(Cl)c2)cc1 | -16 | 2 | -5 | -2.5 | / | 10 | 28 | -4 | 1 | -9 | 3
COC(=O)c1cc2ccsc2n1Cc1nc(-c2ccc(Cl)cc2)oc1C | -7 | / | 2 | 0.6 | 0.7 | 11 | -8 | -5 | -1 | 6 | -4
COc1ccccc1C(=O)Nc1ccc(NC(=O)c2ccco2)c(C)c1 | 1 | 2 | -3 | 1.9 | 2.7 | 30 | -4 | -1 | 10 | -13 | 1
O=C(CSc1ccc2ccccc2c1)NCCc1ccc(O)c(O)c1 | 4 | 14 | -11 | -1.1 | -0.3 | -28 | -12 | -5 | 18 | 1 | 1
O=C(O)C(Cc1ccccc1N(CCO)CCO)N1C(=O)c2ccccc2C1=O (centres undefined) | 1 | 0 | 0 | -1.7 | -0.4 | / | -17 | 0 | / | -5 | 2
COc1ccc(-c2cc(-c3n[nH]c(=S)n3-c3ccccc3OC)[nH]n2)cc1 | -3 | -4 | -12 | 0.6 | 5.2 | -12 | -12 | -8 | -11 | -9 | 3
COc1ccc(C(=O)NC2CCN(CC(=O)Nc3cccc(C)c3)CC2)cc1OC | -13 | -1 | 0 | 0.6 | -2.1 | 10 | -2 | -3 | 6 | -5 | 2

Reformatted: results already given.
Every second line gives: RTF Ca sens inh, NSD2 HMT inh, dFosB act, LANA DNA inh, CDK5 inh, PfHsp90 set2, PvdQ inh, Keap1 Nrf2 FP, Mot1-301 SUMO, Rtt109 Vps75, RTF Ca sens act
CC(C)n1nc(CC(=O)O)c2ccccc2c1=O
→ 2, -1, -4, 0.0, -0.4, 8, 8, -2, 15, -2, -2
Cc1ccc(S(=O)(=O)CCC(=O)OCc2ccc(Cl)c(Cl)c2)cc1
→ -16, 2, -5, -2.5, /, 10, 28, -4, 1, -9, 3
COc1cc(OC)cc(-n2nc(C(=O)N3CC(C)CC(C)C3)c3ccccc3c2=O)c1 (centres undefined)
→ -11, -5, 0, 0.4, 0.2, 10, -14, -2, -8, 15, -2

(continued)
SMILES | RTF Ca sens inh | NSD2 HMT inh | dFosB act | LANA DNA inh | CDK5 inh | PfHsp90 set2 | PvdQ inh | Keap1 Nrf2 FP | Mot1-301 SUMO | Rtt109 Vps75 | RTF Ca sens act
O=C(O)C(CCCCN1C(=O)C2C3C=CC(C3)C2C1=O)N1C(=O)C2C3C=CC(C3)C2C1=O (centres undefined) | -8 | -2 | 1 | -0.8 | -0.1 | -6 | -4 | 4 | 160 | -8 | -3
O=C(c1ccccc1)c1c[nH]c(C(=O)NNc2ccccc2)c1 | -4 | -1 | 16 | -0.4 | 0.9 | 7 | 2 | 4 | 404* | -2 | -4
Cc1ccc(CN(Cc2cccnc2)C(=S)Nc2cc(Cl)ccc2C)cc1 | -10 | -3 | -6 | 0.1 | 0.6 | / | -6 | -4 | -3 | 1 | -16
O=C(CCc1ccc(S(=O)(=O)NC2CCCCC2)cc1)NCc1cccnc1 | -9 | -2 | 2 | -1.5 | -2.3 | -9 | 11 | 3 | 0 | 7 | -3
O=C(C1Cc2ccccc2CN1S(=O)(=O)c1cccs1)N1CCCCC1 (centres undefined) | -5 | -2 | -8 | 0.3 | -1.9 | / | -14 | -3 | -15 | -3 | 2
CCOc1ccc(C2C(C(=O)c3cccs3)=C(O)C(=O)N2CCN2CCOCC2)cc1 (centres undefined) | -8 | -1 | 0 | 1.3 | 0.2 | -21 | -7 | -1 | -4 | -4 | 3
COc1ccc(/C=N\NC(=O)C2CCCC2)cc1Br | -7 | 1 | -6 | -0.7 | 1.8 | 16 | -10 | -4 | 29 | 1 | -3
Oc1ccc(C2C[C@H]3CC[C@@H]2C3)cc1O (some centres undefined) | -2 | 22 | -6 | 3.0 | 0.7 | -60 | -16 | -2 | -9 | -19 | -2
